Compound activity (PubChem)
ST2 inh: inhibitors of human ST2 (IL1RL1) binding to IL-33. Q01638. AlphaLISA ST2-Fc/biotin-IL-33 interaction, 1 h. actives 2.3% (n = 78,000). inhibition, % for hits at 17 µM. AID 1259354; in the data active = inhibition above about 30%; inconclusive = mostly about 10% to 28%
Target sequence (Q01638 whole entry, looked up): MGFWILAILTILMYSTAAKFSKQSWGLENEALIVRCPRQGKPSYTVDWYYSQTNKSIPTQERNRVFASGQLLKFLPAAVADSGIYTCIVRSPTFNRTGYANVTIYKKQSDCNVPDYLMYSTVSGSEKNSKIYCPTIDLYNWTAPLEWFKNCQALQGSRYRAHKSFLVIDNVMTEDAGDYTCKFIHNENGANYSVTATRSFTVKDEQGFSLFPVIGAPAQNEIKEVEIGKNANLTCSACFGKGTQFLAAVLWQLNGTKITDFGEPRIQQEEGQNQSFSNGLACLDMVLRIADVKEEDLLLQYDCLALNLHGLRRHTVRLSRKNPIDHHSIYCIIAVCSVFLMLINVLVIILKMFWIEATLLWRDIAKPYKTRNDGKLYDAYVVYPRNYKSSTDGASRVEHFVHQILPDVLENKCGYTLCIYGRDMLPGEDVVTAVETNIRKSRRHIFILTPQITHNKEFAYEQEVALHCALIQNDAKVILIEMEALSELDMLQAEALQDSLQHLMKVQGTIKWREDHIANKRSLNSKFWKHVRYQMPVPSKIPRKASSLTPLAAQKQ
An asterisk follows results filed as active; i = inactive; ? = inconclusive. Not all compounds are listed; the hit share may differ from the screen's.

SMILES	ST2 inh
CC1CCCC(C)N1CCNC(=O)c1cccn2c(=O)c3c4c(sc3nc12)CCCC4 (stereo not given)	?
Cn1nc(C2CC2)c2c1NC(=O)CC2c1ccc(CN2CCCCC2)s1 (stereo not given)	?
O=C(O)CC1=C2CN(C1=O)C(c1ccccc1)c1cc(Br)ccc1N2 (stereo not given)	?
Cn1c(/C=C/c2ccc3c(c2)OCO3)c([N+](=O)[O-])c(=O)n(C)c1=O	i
O=C(Nc1c(F)cccc1F)c1coc(=O)c2ccccc12	i
CCOC(=O)CC1=C(C(=O)OCC)C(c2cccs2)C(C#N)=C(N)O1 (stereo not given)	i
CN(CCC1CCOCC1)C(=O)CC1C(=O)NCCN1Cc1cccc2ccccc12 (stereo not given)	i
CCCOc1cc(C)c2c(c1C)C[C@H]([C@H](C)C(=O)O)CC2	i
CC1=C(C(=O)Nc2cccc(C)n2)C(c2ccc3c(c2)OCO3)C2=C(CC(C)(C)CC2=O)N1 (stereo not given)	i
O=C(COc1ccccc1)NCc1nc2ccccc2[nH]1	?
COc1ccc(C(O)C(Nc2ccccc2)c2nc3ccccc3n2C)cc1 (stereo not given)	?
COc1cc(CN2CCC[C@H]2c2nc(-c3cncnc3N)no2)cc(OC)c1OC	i
COc1ccc(-n2ccnc2CN2CCC3(CC2)CN(C)CCN3C)cc1	?
CCCS(=O)(=O)N1CCCC(C(=O)NCCCN2CCOCC2)C1 (stereo not given)	?
O=C(Nc1ccc(NC(=O)c2ccc([N+](=O)[O-])o2)cc1Cl)c1ccccc1	i
CCOC(=O)C1=NN(C(C)=O)C2C(=O)N(c3ccc(Cl)cc3)C(=O)C12 (stereo not given)	?
COc1ccc(S(=O)(=O)N(C(=O)c2ccncc2)c2ccc3oc4c(c3c2)CCCC4)cc1	?
O=C(CCS(=O)(=O)c1cccs1)Nc1ccc(F)c(F)c1	i
O=C(O)c1nccnc1C(=O)Nc1ccccc1	?
c1cnc(-c2cc(NC3CCNCC3)nc3[nH]ccc23)cn1	33%*

Gathered by group: the compounds so far with an NH in an aromatic ring
SMILES	ST2 inh
O=C(COc1ccccc1)NCc1nc2ccccc2[nH]1	?
c1cnc(-c2cc(NC3CCNCC3)nc3[nH]ccc23)cn1	33%*

The main list resumes; the 5 compounds before the break are reprinted first.
SMILES	ST2 inh
CCOC(=O)C1=NN(C(C)=O)C2C(=O)N(c3ccc(Cl)cc3)C(=O)C12 (stereo not given)	?
COc1ccc(S(=O)(=O)N(C(=O)c2ccncc2)c2ccc3oc4c(c3c2)CCCC4)cc1	?
O=C(CCS(=O)(=O)c1cccs1)Nc1ccc(F)c(F)c1	i
O=C(O)c1nccnc1C(=O)Nc1ccccc1	?
c1cnc(-c2cc(NC3CCNCC3)nc3[nH]ccc23)cn1	33%*
NC(=O)c1cc[n+](CC2=C(C(=O)O)N3C(=O)[C@@H](NC(=O)[C@@H](c4ccccc4)S(=O)(=O)[O-])[C@H]3SC2)cc1	?
O=C(NC(Cn1ccnc1)c1ccccc1)c1ccc2[nH]c(=O)[nH]c2c1 (stereo not given)	i
O=C(NCc1cccs1)c1ccc(CS(=O)(=O)c2ccc(Br)cc2)o1	i
O=C(CSC1=NC(=O)C(c2ccccc2)C(=O)N1)Nc1ccccc1[N+](=O)[O-] (stereo not given)	i
Cc1csc(-c2cc(C(=O)NCCN3CCOCC3)cc(S(=O)(=O)N3CCOCC3)c2)c1	?
O=C(Nc1nnc(C2CC2)o1)c1ccc(S(=O)(=O)N2CCOCC2)cc1	i
COc1ccc(NC2CCCN(C(=O)C3=CCCCC3)C2)cc1OC (stereo not given)	i
COc1cc2c(C(=O)N3CCCc4ccccc43)cn(C)c(=O)c2cc1OC	i
COC(=O)c1ccc(-n2c(/C=C\c3ccc(F)cc3)nc3ccccc3c2=O)cc1	i
COc1cc(C2N(c3ccc(Cl)c(Cl)c3)C(=O)C3CCCN32)cc(OC)c1OC (stereo not given)	i
COc1ccccc1CN(C(=O)c1ccc(C)c(N2CCNC2=O)c1)C1CC1	?
CC(=O)Nc1ccc(NS(=O)(=O)c2ccc(C)cc2)cc1	i
COc1ccc(C2CC(=O)N3CN(Cc4ccccc4)CSC3=C2C#N)cc1 (stereo not given)	i
N#C/C(C(=O)c1ccccc1)=C1/CCCCCN1	i
CCCC(=O)Nc1cccc(OCc2cc(=O)n3cc(Cl)ccc3n2)c1	i
COc1ccc(OC)c(NC(=O)CSc2nc3c([nH]c4ccccc43)c(=O)n2C)c1	?
O=C1c2ccccc2C(=O)C1[N+](=O)[O-] (tested in a mixture with another compound)	i
COc1ccc(C(=O)N2CCc3c(nc(C)[nH]c3=O)C2)c(OC)c1OC	i
C=CCc1cccc2cc(C(=O)Nc3cccc4c3C(=O)c3ccccc3C4=O)c(=O)oc12	?
COc1ccc(C)cc1NC(=O)Cn1ccnc1-c1nccn1C	?

Entries from the list above containing a furan ring, fused or not, in the order listed:
SMILES	ST2 inh
O=C(Nc1ccc(NC(=O)c2ccc([N+](=O)[O-])o2)cc1Cl)c1ccccc1	i
COc1ccc(S(=O)(=O)N(C(=O)c2ccncc2)c2ccc3oc4c(c3c2)CCCC4)cc1	?
O=C(NCc1cccs1)c1ccc(CS(=O)(=O)c2ccc(Br)cc2)o1	i

Later entries
SMILES	ST2 inh
CCN(C(=O)Cc1c(C(=O)O)n(CC)c2ccccc12)c1cccc(Cl)c1	i
Cc1ccoc1C(=O)N1CC(c2ccccn2)C1	i
Cn1c(=NC(=O)CSCC(=O)Nc2nccs2)sc2ccccc21	?
O=C(NC[C@H]1O[C@@H](CO)[C@@H](O)[C@H]1N1CCCCC1)c1ccco1	i
CN(C)c1ccc(-c2nnnn2[C@H]2CO[C@H]3[C@@H]2OC[C@@H]3NC(=O)NC2CCCCC2)cc1	i
CCCc1nc(C(=O)N2CCCC3(CN(C)C(=O)O3)C2)cs1 (stereo not given)	?
COc1ccc(CCC(=O)N2CCCC(Nc3ccc(C)c(C)c3)C2)cc1OC (stereo not given)	i
O=C(Nc1cc(Cl)ccc1Cl)c1cc(-c2ccc3c(c2)OCO3)on1	i
Cc1c(C)n(CC(O)CNC2CCCCC2)c2ccccc12 (stereo not given)	i
COc1cccc(/C=C2/C=C(c3cc(OC)ccc3OC)OC2=O)c1	42%*
O=C(Nc1nc2ccccc2s1)c1ccc(N2C(=O)c3ccccc3C2=O)cc1	i
O=C1CCCc2oc3ccc(NS(=O)(=O)c4ccc5c6c(cccc46)C(=O)N5)cc3c21	i
CN1CCc2c(sc3c2C(=O)NC(c2ccc(Cl)c(Cl)c2)N3)C1 (stereo not given)	i
CCC(C)NC(=O)COc1ccc2c(c1)C(=O)CC(C)(C)O2 (stereo not given)	?
CCOc1ccc2nc(N3CCC(C(=O)N(CC)CCn4cccn4)CC3)nc(C)c2c1	i
CC(=O)Nc1ccc(S(=O)(=O)NC[C@@H]2C=C(C)[C@H](CC(=O)NCCN3CCOCC3)C[C@H]2C(C)C)cc1	?
COc1ccc(C(=O)Nc2cc(Cl)ccc2C)cc1[N+](=O)[O-]	i
Cc1cccc(-c2noc([C@@H]3Cc4nc[nH]c4CN3C(=O)CCC(=O)O)n2)c1	?
COc1ccccc1Nc1ncnc2ccc(Br)cc12	i
Cc1cc(C)n(CCCNC2CCN(CC(C)C)CC2)n1	i
CC(=O)N1c2c(cc(Br)cc2S(=O)(=O)Nc2ccc3c(c2)OCCO3)CC1C (stereo not given)	i
CC(C)CC(=O)Nc1ccncc1	i
O=C(Cc1ccccc1)Nc1c(F)c(F)c(F)c(F)c1F	i
Cc1cc(N2CC[C@@H](N3CCOCC3)[C@H](O)C2)c2cc3c(cc2n1)OCO3	i
Cc1ccccc1Cc1c(C)nc2nc(SCC(=O)N3CCOCC3)nn2c1C	?
CCOC(=O)c1c(-c2ccc(Cl)cc2)csc1NC1=NS(=O)(=O)c2ccccc21	i
Cc1ccc(-n2c(=O)c3c(C)c(C)sc3n(Cc3cc(=O)n4ccccc4n3)c2=O)cc1C	i
COc1ccccc1N(C(C)=O)C1SC(=O)N(c2ccccc2)C1=O (stereo not given)	?
CCN(CC)Cc1cnc2c(C(=O)NCc3nccs3)cnn2c1	?
COc1ccc(CN2CCOCC2)cc1OC	i
Cc1cc(OCC(=O)NCCN2CCOCC2)cc(C)c1Br	?
COc1cc(CN2CCC(n3nccc3NC(=O)Cc3ccccc3)CC2)ccc1F	?
CC(C)C[C@@H](N)C(=O)N1CCC(Oc2ccccc2F)CC1	?
O=C(CN1CCCN(Cc2cccc(F)c2)S1(=O)=O)Nc1ccccc1	i
O=C(CC1(O)C(=O)N(Cc2ccccc2)c2ccccc21)c1ccc(Br)s1 (stereo not given)	?
O=C(Cn1cnc2ccccc2c1=O)NCCC(=O)Nc1ccc2c(c1)OCO2	i
Cc1ccc(-c2csc(NC(=O)c3cc(=O)c4ccccc4o3)n2)c(C)c1	i
CCOC(=O)c1nc(Nc2ccc3c(c2)OCO3)c2c3c(sc2n1)CCCC3	?
c1ccc(COCC2NCCc3[nH]cnc32)cc1 (stereo not given)	?
O=C(c1cc(-c2ccccc2)on1)N1C[C@H](O)[C@@H](N2CCOCC2)C1	i
Cc1ccccc1NC(=O)/C=C/c1ccc2c(c1)OCO2	i
O=C(CC1Sc2ccc(C(F)(F)F)cc2NC1=O)Nc1cccc(Cl)c1 (stereo not given)	i
CCc1ccc(CN(C)CCN(C)C)cc1	i
CN1[C@@H](CCC(=O)N2CCOCC2)CNC(=O)[C@H]2NCC[C@H]21	?
CCCC(=O)Nc1c2c(nn1-c1ccc(OC)cc1)CSC2	i
Cn1c(=O)c2c(SCc3ccccc3F)nc(-c3ccc(F)cc3)nc2n(C)c1=O	?
COC(=O)Cn1c(=O)c2c(nc3n2CCN3c2ccc(C)c(C)c2)n(C)c1=O	?
CCOc1cc(/C=C2\C(=O)NC(=O)N(c3ccc(Br)cc3)C2=O)ccc1O	i
COc1ccc(C(=O)Nc2c3c(nn2C(C)(C)C)CSC3)cc1OC	i
COC(=O)c1ccc(S(=O)(=O)c2ccc(C)cc2)c(N)c1	i
CC(=O)c1ccc2[nH]c3c(c2c1)CCCC3=O	i
O=C(c1cccs1)N1CCN(Cc2nc(CCc3ccccc3)no2)CC1	i
Cc1cc2c(c(=O)o1)C(c1ccc(F)c(Br)c1)C(C#N)=C(N)O2 (stereo not given)	i
O=C(CN(c1ccccc1F)S(=O)(=O)c1ccccc1)N1CCOCC1	i
CCCC(=O)Nc1ccc(NC(=O)C(C)(c2ccccc2)c2ccccc2)cc1	i
CCc1nc(N2CCC(N3CCCC(C(=O)N4CCCC4)C3)CC2)ncc1C (stereo not given)	i
CCN(CC)C(=O)C1CCCN(Cc2ccc(OC)cc2)C1 (stereo not given)	i
COc1ccc(OC)c(S(=O)(=O)Nc2cc(Cl)ccc2OC)c1	i
CCc1ccc(C2(O)CC(C(F)(F)F)=NN2C(=O)c2cccc(Br)c2)cc1 (stereo not given)	i
Cc1nnc(C(=O)N2CCC(Sc3ccccc3C)CC2)o1	?

An excerpt from above in order of heavy-atom count, low to high:
SMILES	ST2 inh
CN1[C@@H](CCC(=O)N2CCOCC2)CNC(=O)[C@H]2NCC[C@H]21	?
O=C(c1cccs1)N1CCN(Cc2nc(CCc3ccccc3)no2)CC1	i
COC(=O)Cn1c(=O)c2c(nc3n2CCN3c2ccc(C)c(C)c2)n(C)c1=O	?

New compounds follow:
SMILES	ST2 inh
COc1ccc(C2Oc3nc(SC)nnc3-c3ccccc3N2C(C)=O)cc1OC (stereo not given)	?
CC(C)Cn1nc(C(=O)N2CCCC2)c2c1CCC(NCC1(c3ccccc3)CCOCC1)C2 (stereo not given)	?
CC(C)CCNC(=O)CSc1nc(-c2ccc3c(c2)OCO3)nc2cc(=O)[nH]n12	i
O=C(CN(Cc1ccccc1)S(=O)(=O)c1ccccc1)NC1CC1	i
CC(C)=C(NC(=O)c1ccccc1)C(=O)Nc1cccc(C)c1	?
O=c1cc(-c2ccccc2)[nH][nH]1	i
Cc1cc(N2C(=O)C3C4C=CC(C4)C3C2=O)no1 (stereo not given)	i
COC(=O)c1ccccc1C(=O)N1CCC(C(Cc2ccccc2)N(C)C(=O)c2ccoc2C)CC1 (stereo not given)	?
CCC(C)NC(=O)C1c2ccccc2Oc2ccccc21 (stereo not given)	?
C/C=C1\C(=O)CC2C3CCC4=CC(=O)CC[C@]4(C)C3CC[C@]12C (stereo not given in full)	i
O=C1CO[C@H]2CN(Cc3c[nH]c4ccccc34)C[C@H]2N1Cc1ccccn1	i
CC(C)c1ccc(S(=O)(=O)NCc2nc3cccnc3n2Cc2ccccc2Cl)cc1	?
COc1ccc(-c2cc(=O)c3cc(C)ccc3o2)cc1	i
COc1ccc(/C=C2/C=C(c3ccc(C)cc3)OC2=O)cc1OC	32%*
CCNc1ncc(C(=O)N2CCOC(CCCc3ccccc3)C2)cn1 (stereo not given)	i
O=C(CCCn1c(=O)[nH]c2ccsc2c1=O)NCc1ccc(Cl)cc1	i
COc1cc2[nH]c(=O)n(CCCC(=O)NC(C)C)c(=O)c2cc1OC	i
COc1ccc2nc(Nc3ccc(Cl)cc3)sc2c1	i
CCCNC(=O)C1CCC(Cn2c(=O)c3sccc3n(CC(=O)N3CCCCCC3)c2=O)CC1 (stereo not given)	i
COCCN1CCN(C(=O)CC2C(=O)NCCN2Cc2cccs2)CC1 (stereo not given)	i
COc1ccc2c(-c3ccccc3)cc3nnnn3c2c1	?
Cc1ccc(NC(=O)CCCn2nc(C)c([N+](=O)[O-])c2C)cc1C	i
CCN(C(=O)C1c2ccccc2Oc2ccccc21)c1ccccc1	i
NC(=O)c1cccc(CC2CCN(C(=O)CCOc3ccccc3)C2)c1 (stereo not given)	i
COc1ccc(C2C(C(=O)Nc3ccccc3)=C(C)Nc3ncnn32)cc1 (stereo not given)	i
CSc1ccc(C2SC(NC(C)=O)=NN2C(C)=O)cc1 (stereo not given)	i
O=C(NCCSc1c[nH]c2ccccc12)c1cccc(Br)c1	?
Cc1cc(C)n(CC(C)Nc2nc(-c3ccncc3)nc3c2CNC3)n1 (stereo not given)	i
CCCCC(=O)Nc1nnc(N=Cc2ccccc2Cl)s1	i
COc1ccc(CN2CCN(Cc3ccc4c(c3)OCO4)CC2)cc1	i
